UHRF1 MBD2 ctr – UHRF1 methyl-DNA binding inhibition; Q96T88; UHRF1 binding to methylated oligo, TR-FRET; inhibition, % at 4.4 µM; actives 0.75% (n = 370,000); in the data active = inhibition above about 21%;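 also: UHRF1 SRA domain binding a hemimethylated CpG hairpin DNA probe; 0% = median of test compound wells and 100% = reference inhibitor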
Target sequence (Q96T88 whole entry, looked up, the tested form may be a part): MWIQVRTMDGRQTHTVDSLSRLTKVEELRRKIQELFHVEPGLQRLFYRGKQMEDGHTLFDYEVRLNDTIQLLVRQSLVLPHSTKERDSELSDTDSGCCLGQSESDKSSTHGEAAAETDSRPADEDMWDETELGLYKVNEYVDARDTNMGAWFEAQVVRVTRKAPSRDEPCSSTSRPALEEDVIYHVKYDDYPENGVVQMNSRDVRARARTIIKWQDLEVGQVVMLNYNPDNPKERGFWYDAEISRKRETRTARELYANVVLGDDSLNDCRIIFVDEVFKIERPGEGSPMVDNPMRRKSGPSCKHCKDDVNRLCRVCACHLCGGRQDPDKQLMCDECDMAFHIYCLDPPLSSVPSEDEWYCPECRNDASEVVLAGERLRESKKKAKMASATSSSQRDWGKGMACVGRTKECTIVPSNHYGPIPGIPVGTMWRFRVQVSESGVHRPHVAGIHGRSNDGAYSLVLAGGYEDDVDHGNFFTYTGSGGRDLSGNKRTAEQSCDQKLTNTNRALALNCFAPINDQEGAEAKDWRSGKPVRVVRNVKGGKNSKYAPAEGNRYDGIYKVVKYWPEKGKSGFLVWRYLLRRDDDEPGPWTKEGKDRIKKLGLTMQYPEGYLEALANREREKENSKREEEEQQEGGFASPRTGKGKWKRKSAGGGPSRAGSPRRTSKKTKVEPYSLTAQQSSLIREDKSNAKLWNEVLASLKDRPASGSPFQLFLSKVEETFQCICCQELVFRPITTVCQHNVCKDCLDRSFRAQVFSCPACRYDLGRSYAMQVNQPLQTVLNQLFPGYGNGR
Tn6 DDE FP – disrupts Tn6 cyclic peptide binding to fibrin D-Dimer-E complex | Fibrin DD(E) TRITC-Tn6 fluorescence polarization displacement | inhibition, % at 8.3 µM | actives 0.21% (n = 370,000) | AID 720509;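 active = inhibition above a per-campaign cutoff: mean of compounds within control limits plus 3 SD, cut at about 15% in these data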;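 also: 0% = median of all compound wells on the plate and 100% = blocking peptide control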
DDE Tn7 FP inh – DD(E)-Tn7 binding inhibition, primary FP screen. AID 720508. inhibition, % at 8.3 µM. FP displacement of FITC-Tn7 peptide from fibrin DD(E); 0% = median of compound wells per plate. P02675. actives 0.13% (n = 370,000);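 active = inhibition above the mean of compounds falling within the control limits plus 3 SD of them, cut at about 14% in these data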;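 also: 0% = plate median of compound wells and 100% = 10 µM Aha-Tn7 peptide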
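Test system – human fibrin DD(E) · Times – 10 min preincubation, 3 h with tracer, room temperature · Detection – fluorescence polarization of the labelled Tn7 tracer · Measure – percent inhibition normalized to high-control wells · Benchmarks – high control wells with 10 µM unlabelled Aha-Tn7 peptide (full inhibition) · Repeats – singlicate testing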
ASAP1 inh – ASAP1 ArfGAP inhibition. ASAP1-stimulated ARF1 GTP hydrolysis, GDP FP detection. inhibition, % at 16.5 µM. actives 0.19% (n = 360,000). AID 624377; in the data active = inhibition above about 25%;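 also: 0% = vehicle with enzyme and substrate and 100% = no enzyme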
PLCg1 inh – inhibitors of human phospholipase C gamma1; actives 0.84% (n = 370,000); P19174; inhibition, % at 12.2 µM; purified PLC-gamma1, fluorogenic substrate, fluorescence; in the data active = inhibition above about 9.5%
Rev-erbA mod – modulates human Rev-erb alpha binding to DNA; P20393; Rev-erbα–FITC-DNA binding, fluorescence polarization, 90 min; activity, % at 10 µM; actives 0.79% (n = 370,000); AID 1259318;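 active = activity above about 14%, limit read from the data; passing the limit was not always enough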;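 also: 0% = DMSO wells with 35 nM protein and 100% = DMSO wells with 750 nM protein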
HGIII-sPLA2 inh – Blocks human group III sPLA2 activity; QFRET BODIPY PC-A2 liposome hydrolysis, fluorescence; actives 0.56% (n = 370,000); inhibition, % at 12.2 µM; AID 743126; Q9NZ20;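 active = inhibition above mean plus 3 SD of compounds lying within the high and low control bounds, cut at about 19% in these data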;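 also: 0% = median of test compound wells and 100% = no enzyme DMSO wells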
KLK7 zymogen act – activates the human kallikrein-7 zymogen; P49862; purified proKLK7, EDANS-DABCYL substrate fluorescence; 100% is mature enzyme control, 0% vehicle; activation, % at 7 µM; actives 0.9% (n = 370,000);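 active = activation above the mean of all tested compounds plus 3 SD, computed per campaign excluding outliers beyond control limits, cut at about 13% in these data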
ARFGAP1 inh – inhibits rat ARF GTPase activating protein 1; Q62848; Arfgap1-stimulated ARF1 GTP hydrolysis, GDP FP detection; inhibition, % at 16.5 µM; actives 0.26% (n = 360,000); AID 651572;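 active = inhibition above a per-plate limit, mean inhibition of low control wells plus 3 SD, cut at about 25% in these data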;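 also: 0% = DMSO wells with enzyme and 100% = wells lacking Arfgap1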
Target sequence (Q62848 1-136 limits assumed): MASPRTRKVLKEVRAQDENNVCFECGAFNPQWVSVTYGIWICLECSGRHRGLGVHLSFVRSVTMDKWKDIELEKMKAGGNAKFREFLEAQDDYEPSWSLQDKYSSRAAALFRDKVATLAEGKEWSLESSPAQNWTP
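Assay system: Rat Arfgap1 GAP domain (His6, aa 1-136), purified enzyme | Buffer or medium: HEPES 25 mM pH 7.5, NaCl 150 mM, MgCl2, DTT | Schedule: GTP hydrolysis reaction 2 h at 25 °C | Signal: FP of antibody-bound GDP Alexa 633 tracer, ex 620/em 688 nm | Measure: Percent inhibition of Arfgap1-stimulated GTP hydrolysis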
PLCb3 inh – PLC-beta3 (human) inhibition, primary screen. Purified PLC-beta3, fluorogenic substrate, fluorescence. actives 0.18% (n = 370,000). inhibition, % at 12.2 µM. Q01970; in the data active = inhibition above about 11%;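 also: 0% = median of compound wells on plate and 100% = full blocker control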
Numbers without * were called inactive. Compounds as they come; about 4.5% have a hit in one of these screens.

SMILES	UHRF1 MBD2 ctr	Tn6 DDE FP	DDE Tn7 FP inh	ASAP1 inh	PLCg1 inh	Rev-erbA mod	HGIII-sPLA2 inh	KLK7 zymogen act	ARFGAP1 inh	PLCb3 inh
Cc1ccc(S(=O)(=O)N(C)C)cc1NC(=O)c1cc(-c2ccncc2)nc2ccccc12	-2.6	6.1	2.0	-16.0	-6.6	0.3	-3.6	-0.6	1.1	-14.6
C[C@@H](CN1C2=NC[C@H](C)N2C[C@H]1Cc1ccc(O)cc1)NC(=O)CCC1CCCCC1	1.1	4.3	3.9	-4.3	4.4	1.4	-3.0	-0.4	-4.4	2.4
CN(CC(=O)Nc1ccccc1Cl)C(=O)CSc1nc2ccccc2s1	1.2	-5.0	2.1	9.6	-2.1	-3.0	-7.0	0.1	8.6	0.2
COCCNS(=O)(=O)c1ccc2c(c1)n(C)c(=O)n2C	-2.2	1.2	-8.7	2.8	1.3	-1.0	1.2	-0.1	11.4	-0.7
CCCCN(C(=O)CCC(=O)Nc1cc(C)on1)C(C(=O)NC(C)(C)C)c1cccc(OC)c1OC (stereo unspecified)	7.2	0.4	-1.5	-1.8	0.4	-5.9	-6.1	-0.2	-2.3	2.9
On1nnc2c3ccccc3c3ccccc3c21	2.8	-3.1	0.1	15.9	-24.5	-6.7	-7.4	-0.7	-8.6	-30.5
COc1ccc(CNC(=O)c2cnc3scc(C)n3c2=O)cc1	-1.9	4.5	-3.9	11.9	-12.7	-2.5	-7.7	0.1	12.2	-15.3
S=c1[nH]nc(-c2ccccn2)n1/N=C/c1ccccc1	1.1	-1.3	5.5	-1.9	-0.3	-1.7	17.6	0.1	1.3	-2.3
Cc1ccc(NC(=O)COc2ccc(N3CC(C(N)=O)CC3=O)cc2)c(C)c1 (stereo unspecified)	2.5	-8.6	0.8	-4.9	4.0	-5.2	7.1	0.1	-14.1	-1.4
CN(Cc1c(F)cccc1Cl)C(=O)C1CC(=O)N(CCc2ccccc2)C1 (stereo unspecified)	3.6	6.5	-0.3	4.0	7.9	-5.8	13.3	0.2	6.9	-4.8
CSc1ccc(C#N)cc1NC(=O)c1ccccc1C	7.1	-7.9	-1.1	-11.8	4.6	12.2	-0.3	0.0	1.9	-1.2
CN(CC(=O)NCc1ccco1)S(=O)(=O)c1ccc2c(c1)n(C)c(=O)c(=O)n2C	0.7	4.1	-2.9	-7.0	-12.2	-1.8	6.7	-1.0	6.8	-15.6
O=C(Nc1cc(Cl)ccc1Cl)c1ccc(OC(=O)c2ccco2)cc1	0.9	5.1	0.3	4.1	1.6	0.5	-1.8	0.2	-3.6	-13.8
CCCCN1CC(COCc2ccccc2)Oc2ccccc2S1(=O)=O (stereo unspecified)	-0.7	1.8	-0.5	12.9	0.3	5.3	-9.6	0.5	-3.9	0.1
COc1ccc(OC)c(-c2cc(-c3cccnc3)nc(N)c2C#N)c1	-2.8	-4.4	1.1	0.0	-37.0	5.2	-0.8	0.3	-8.5	-41.2
CC(C)(C)c1ccc(C(=O)/C(C#N)=C/c2cccs2)cc1	3.5	-9.7	-1.9	1.2	-1.1	0.8	-4.9	-0.2	9.8	-11.7
COc1ccccc1CCC(=O)Nc1cc(S(=O)(=O)N2CCOCC2)ccc1N1CCCC1	-1.8	-0.4	4.2	11.3	-3.3	0.7	-3.8	-0.1	4.2	-4.0
NC(=O)c1cnn2c(-c3cccc(C(F)(F)F)c3)ccnc12	1.2	3.5	-5.8	8.4	-165.5	9.3	-1.4	6.0	2.9	-207.8
O=C(C(=O)N1CCN(S(=O)(=O)c2ccc(C(F)(F)F)cc2)CC1)c1cccc(C(F)(F)F)c1	1.7	3.8	2.4	-12.7	1.4	-4.1	1.4	0.0	-3.3	5.6
Cc1cc(C)cc(OCCCC(=O)O)c1	1.4	-1.8	-2.4	-3.5	-0.3	0.1	-3.1	-0.2	-1.8	-0.9
O=C(Nc1ccccc1)N(Cc1ccc(Cl)cc1)CC(O)C(F)(F)F (stereo unspecified)	0.5	0.4	-4.4	6.6	7.6	0.6	0.3	0.3	2.3	2.9
O=C(c1ccc(F)cc1)n1c(=S)nc2ccccn21	1.1	-1.6	4.4	-6.2	1.1	-3.1	-1.0	-0.5	3.2	-2.2
COc1ccc(C2(C)NC(=O)N(CC(=O)NCCC3=CCCCC3)C2=O)cc1OC (stereo unspecified)	5.7	-3.4	-5.2	3.7	9.4	9.6	-4.2	-0.2	-4.0	2.2
CC(=O)Nc1ccccc1NC(=O)c1cccc2ccccc12	3.6	-7.3	2.0	-1.8	4.1	3.6	22.1*	-0.2	-2.3	7.7
Cc1[nH]c(=O)[nH]c(=O)c1S(=O)(=O)Nc1ccc(F)cc1F	2.5	6.1	1.9	3.6	0.0	-6.5	0.5	-0.1	-5.1	-3.1

3 entries from above, arranged by SMILES length, ascending.
SMILES	UHRF1 MBD2 ctr	Tn6 DDE FP	DDE Tn7 FP inh	ASAP1 inh	PLCg1 inh	Rev-erbA mod	HGIII-sPLA2 inh	KLK7 zymogen act	ARFGAP1 inh	PLCb3 inh
On1nnc2c3ccccc3c3ccccc3c21	2.8	-3.1	0.1	15.9	-24.5	-6.7	-7.4	-0.7	-8.6	-30.5
COc1ccc(OC)c(-c2cc(-c3cccnc3)nc(N)c2C#N)c1	-2.8	-4.4	1.1	0.0	-37.0	5.2	-0.8	0.3	-8.5	-41.2
O=C(Nc1ccccc1)N(Cc1ccc(Cl)cc1)CC(O)C(F)(F)F (stereo unspecified)	0.5	0.4	-4.4	6.6	7.6	0.6	0.3	0.3	2.3	2.9

(further entries)
SMILES	UHRF1 MBD2 ctr	Tn6 DDE FP	DDE Tn7 FP inh	ASAP1 inh	PLCg1 inh	Rev-erbA mod	HGIII-sPLA2 inh	KLK7 zymogen act	ARFGAP1 inh	PLCb3 inh
CC(C)CC(C(=O)NCC1CCCO1)N(C(=O)Cn1nnc(-c2ccc(F)cc2)n1)c1cccc(C(F)(F)F)c1 (stereo unspecified)	1.9	-1.4	-3.6	5.5	-0.5	-0.6	4.0	-0.1	12.6	-1.9
Cc1ccc(C(=O)Oc2ccccc2N2CCOCC2)cc1	2.1	3.4	-10.0	9.7	2.4	0.4	-3.6	0.3	0.1	-6.6
COc1ccc(C2NC(=O)C(C#N)=C(S)N2c2cccc(C)c2)cc1OC (stereo unspecified)	-0.3	0.9	-4.0	2.7	-3.6	-5.9	5.0	-0.5	1.9	-4.2
Cc1ccc(S(=O)(=O)c2cc3ccccc3nc2N)cc1	5.0	-3.0	3.2	7.0	-213.8	-5.3	-1.4	3.2	8.2	-317.9
C[C@@H]1CN([C@@H](C)CO)S(=O)(=O)c2ccc(Br)cc2O[C@H]1CN(C)C(=O)c1ccccc1F	4.0	-4.4	-0.4	1.8	1.6	-5.0	6.8	0.0	3.8	-0.9
O=C(Nc1ccc2c(c1)OCCO2)C1CCCN1S(=O)(=O)c1cccc2cccnc12 (stereo unspecified)	-1.0	9.1	-2.0	-1.6	0.5	-2.4	0.5	0.0	-9.9	1.9
CCCc1c(O)nc(SCC(=O)N2CCCCC2)[nH]c1=O	2.4	-3.7	-0.5	6.8	1.6	6.6	2.4	0.3	6.5	-5.4
CCCCN1C(=O)C(CC(=O)NC2CCCC2)CC(C(=O)N(C)C)=C1C (stereo unspecified)	12.8	1.8	0.2	-12.2	1.5	-0.5	6.6	-1.0	-5.0	-0.7
CC(C)(C)CC(=O)O/N=C(\N)c1ccccn1	1.6	-0.8	-2.6	-12.8	2.5	2.1	-0.7	-2.4	-10.0	4.6
COc1cccc(CN(C)C(=O)[C@@H](Cc2ccccc2)NC(=O)[C@H]2O[C@@H](n3ccc(=O)[nH]c3=O)[C@H](O)[C@@H]2O)c1	-0.3	-0.2	-0.5	-0.3	-0.6	-2.2	-7.8	-0.3	4.9	-0.1
COc1c(Cl)cc(-c2noc(C)c2C(=O)NCc2ccccc2)cc1Cl	-1.1	-3.1	7.8	5.9	-0.9	-3.2	-7.2	0.0	-1.5	0.5
COc1ccc(NC(=O)COC(=O)c2ccc(S(=O)(=O)N3CCCCCC3)cc2)c(OC)c1	-2.3	-5.1	-4.6	-4.1	4.8	-4.7	-7.8	-0.2	8.1	-1.9
CCc1ccc(C(=O)N2CCCC2)s1	2.6	-2.4	-4.8	-0.9	1.4	-5.5	6.0	0.0	-5.1	1.2
CCOC(=O)CSCC(=O)N1CCC(Cc2ccccc2)CC1	-1.3	-5.3	4.3	-10.7	-0.5	-1.0	4.5	0.1	8.8	-0.1
COc1ccc(-c2cc(C(=O)Nc3ccccc3N3CCOCC3)c3ccccc3n2)cc1OC	2.7	-7.3	-6.5	6.6	-26.8	-1.5	1.0	-1.6	9.0	-44.4
COCCN(C(=O)COC(=O)/C=C/c1ccc(OC)c(OC)c1)c1c(N)n(Cc2ccccc2)c(=O)[nH]c1=O	2.0	2.3	-5.1	-12.1	-15.6	5.5	4.8	0.3	-9.9	-15.2
Cc1ccc(C)c(CN2CCCNC2=O)c1	0.5	4.7	3.5	-8.4	5.5	1.9	3.3	-0.3	-15.5	8.4
CC12CC3(C)CC(C)(C1)CC(C(=O)NCc1cccnc1)(C2)C3	-2.6	-3.3	2.0	-1.1	-0.8	-0.5	1.4	0.0	-9.9	-7.6
Cc1ccc(-n2c(-c3ccc(Cl)cc3Cl)n[nH]c2=S)cc1	1.2	-0.7	1.3	-11.9	-2.8	1.6	12.7	-0.7	-3.6	-11.3
N/C(CC(=O)NC1CCCCC1)=N\OCC(=O)Nc1ccc(Cl)c(Cl)c1	-1.6	-1.8	-1.3	3.6	-1.1	4.0	-9.4	0.8	-0.8	-11.1
Cc1cccc(N(CC(=O)NCc2ccco2)S(=O)(=O)c2ccccc2)c1	-0.6	3.9	0.3	8.7	-2.7	1.6	-6.0	0.3	6.8	1.6
COc1ccc(C=C2NC(=O)NC2=O)cc1O	-2.2	-3.1	0.8	-5.5	-3.7	2.1	3.3	0.4	3.2	-10.4
CCOC(=O)Nc1ccc2c(c1)N(C(=O)CCN1CCOCC1)c1ccccc1S2=O (stereo unspecified)	0.4	-0.6	6.0	-16.0	1.2	3.8	2.7	-0.5	-5.2	0.4
Cc1c(NC(=O)C(=O)/C=C(/O)c2ccccc2)c(=O)n(-c2ccccc2)n1C	-4.2	-6.8	1.2	12.2	1.6	-1.8	6.1	0.6	-12.7	3.4
O=C(c1ccccc1)c1c[nH]c2cc3c(cc2c1=O)OCCO3	7.5	1.5	1.1	0.5	-6.3	1.2	4.4	-0.1	16.2	-2.2
Cc1cc(=O)[nH]c2c1c(C)nn2C(C)(C)C	1.1	6.4	1.3	-1.7	2.1	6.5	-1.0	-0.4	-4.6	-1.7
CN=C(Nc1ccc(C)c(C)c1)SC1CC(=O)N(c2ccc(OC)cc2)C1=O (stereo unspecified)	-1.9	-2.0	2.4	-7.6	0.9	4.9	-25.3	0.5	-8.3	2.1
CC(NC(=O)CCCc1c[nH]c2ccccc12)c1ccc(F)cc1 (stereo unspecified)	-0.6	1.3	-1.2	6.9	-13.4	0.4	-55.0	0.0	1.2	-27.4
COc1ccccc1C(=O)Nc1ccccc1SC(=O)c1ccccc1OC	2.4	-1.9	0.2	-3.2	-0.7	3.3	6.0	0.3	7.1	-5.1

Compound activity from PubChem BioAssay.
